# RAD52 inh – inhibitors of human RAD52 DNA annealing; P43351; recombinant RAD52 DNA annealing, FRET fluorescence; inhibition, % at 18.7 µM; 0.46% of 360,000 active; AID 651710;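 active means every replicate showing at least 50% inhibition; inconclusive means mean inhibition at least 50% but not in every replicate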
# Target sequence (P43351 whole entry, looked up): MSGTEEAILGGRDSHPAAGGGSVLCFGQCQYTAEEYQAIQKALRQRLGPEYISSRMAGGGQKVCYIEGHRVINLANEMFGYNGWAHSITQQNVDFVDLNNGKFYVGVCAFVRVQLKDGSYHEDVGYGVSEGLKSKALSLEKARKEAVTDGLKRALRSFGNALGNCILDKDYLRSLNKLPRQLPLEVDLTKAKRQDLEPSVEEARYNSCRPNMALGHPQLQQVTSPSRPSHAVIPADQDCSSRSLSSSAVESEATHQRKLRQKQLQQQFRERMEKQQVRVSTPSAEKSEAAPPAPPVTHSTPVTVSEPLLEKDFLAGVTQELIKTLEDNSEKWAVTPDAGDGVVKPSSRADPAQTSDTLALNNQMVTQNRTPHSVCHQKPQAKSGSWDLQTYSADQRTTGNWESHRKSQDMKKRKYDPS
# INS-1E GSIS act – primary screen for activators of insulin secretion dependent on glucose, INS-1E cells, GLuc reporter luminescence. INS-1E GLuc reporter insulin secretion, 2-3 h. activation, % at 16.6 µM. 0.61% of 370,000 active. AID 743287;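 active means lowest replicate activation of at least 40%, so every replicate reaches that level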;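 further: 0% = median of neutral control wells and 100% = median of IBMX positive control wells; some compounds called inactive have numbers as strong as hits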
# E-sel inducer – induces E-selectin expression in human endothelial cells; P16581; HUVEC E-selectin immunofluorescence imaging; normalized: neutral wells 0, TNF-alpha wells 100; activation, % at 7.58 µM; 0.37% of 260,000 active; AID 686992;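 active means mean E-selectin-positive cell signal at least 10% of the positive control, reached in at least 60% of replicates, without over 20% cell loss; inconclusive means no rule given, readout overlaps actives, possibly toxicity-flagged; inactive means the rest, including those meeting only one limit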;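 further: in these data hits start at about 27%; measured in HUVEC primary endothelial cells; signal is the percent of cells scored E-selectin positive by PE staining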
#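 material = human umbilical vein endothelial cells (HUVEC), E-selectin induction | quantity = 3,000 cells/well | medium = EGM-2 growth medium on 0.1% gelatin-coated wells | technique = immunofluorescence imaging | read-out basis = % PE-positive cells | control set = TNF-alpha positive control, DMSO neutral control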
# DENV2 CPE rescue – inhibitors of DENV2 cytopathic effect. AID 651640. DENV2-infected cells, cytopathic effect rescue, plate reader. 1.7% of 350,000 active. CPE inhibition, % at 9.99 µM; in the data active means CPE inhibition above about 20%, passing the limit was not always enough; inconclusive means no clear call, values can overlap the other calls; tested in BHK-21 cells;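 further: 0% = median of neutral control wells and 100% = median of positive control wells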
# RAD54 inh – RAD54 (human) branch migration inhibition. Q92698. RAD54 Holliday junction branch migration, FAM/BHQ fluorescence. inhibition, % at 10.4 µM. 0.14% of 360,000 active. AID 602329;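 active means mean normalized replicate activity at least 40 and at least half of replicates scoring 40 or more; inconclusive means only one of the two criteria met; inactive means mean below 40 and under half of replicates reaching 40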;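 further: 0% = median of neutral control wells and 100% = median of positive control wells; inhibitors cause a drop in the FAM fluorescence signal; in these data hits start at about 50%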
# XiGFP reactiv – reactivates the inactive X chromosome in mouse fibroblasts. XiGFP mouse fibroblasts, % GFP-positive cells imaging, 3 d; cells co-treated with 5-aza-dC sensitizer; scaled so ellipticine positive control = 100%. AID 743238. 0.055% of 360,000 active. activation, % at 7.58 µM;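 active means mean normalized replicate activation at least 10% and every replicate at or above 10%; inconclusive means only one of the two criteria met; inactive means mean below 10% and not all replicates reach 10%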;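 further: 0% = median of on-plate neutral control wells and 100% = ellipticine 6 µM median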
#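 System: 68-5-11 XiGFP fibroblast line | Buffer or medium: DMEM containing 5-aza-dC | Compound: Single point | Times: Compounds 3 days, fix/stain 15 min at room temperature | Benchmarks: Positive control ellipticine, 6 µM final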
# CASP6 VEID inh – blocks human caspase-6 cleavage activity; purified caspase-6, Z-VEID-R110 cleavage fluorescence; 0.53% of 350,000 active; inhibition, % at 12.5 µM; AID 686996; P55212;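 active means mean inhibition across replicates at least about 35%, with every replicate also reaching that limit, limit read from the data; inconclusive means only one of the two criteria met; inactive means neither criterion met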;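 further: 0% = median of neutral control wells and 100% = no fluorescence left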
# Target sequence (P55212 24-179 limits assumed): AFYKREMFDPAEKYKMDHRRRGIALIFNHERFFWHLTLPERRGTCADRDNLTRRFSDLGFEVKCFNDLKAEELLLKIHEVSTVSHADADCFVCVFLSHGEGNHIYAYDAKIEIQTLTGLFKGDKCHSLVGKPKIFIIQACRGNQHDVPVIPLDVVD
# Target sequence (P55212 194-293 limits assumed): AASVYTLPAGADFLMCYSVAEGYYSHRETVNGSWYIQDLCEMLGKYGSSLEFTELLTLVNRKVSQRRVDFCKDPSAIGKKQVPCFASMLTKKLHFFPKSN
# CFTR F508del cor – CFTR F508del correction in bronchial cells; CFBE cells, YFP halide quenching; stimulated with forskolin plus potentiator P3; % fluorescence drop versus neutral controls; activity (quench increase), % at 7.58 µM; 0.36% of 350,000 active;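 active means mean added fluorescence quench of at least 8% versus neutral control, with both replicates also reaching 8%; inconclusive means only one of the mean or replicate conditions met; inactive means mean below 8% and not both replicates reaching 8%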;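 further: cells transiently co-express mutant CFTR-F508del with the halide-sensitive YFP; corrector assay measuring rescue of mutant channel to the surface after 24 h compound exposure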
# Active calls of the source: *; ? = inconclusive; . = no result given.
SMILES,RAD52 inh,INS-1E GSIS act,E-sel inducer,DENV2 CPE rescue,RAD54 inh,XiGFP reactiv,CASP6 VEID inh,CFTR F508del cor
COc1ccc(-c2c(-c3cc(OC)cc(OC)c3)n(C)c3ccc(-c4ccc5cc[nH]c5c4)cc23)cc1,5,12,0.4,10,10,0.0,1,1.5
Cc1c(C#N)c(O)[nH]c(=O)c1N=Nc1ccc(Cl)c(C(=O)O)c1,-101,1,0.6,2,-3,0.1,0,6.5
Cc1ccc([N+](=O)[O-])c(-c2n[nH]c(=S)n2-c2cccc(Cl)c2)c1,7,-2,.,0,-9,0.3,-1,3.5
O=c1[nH]nc(-c2ccc[nH]2)[nH]1,-11,21,0.1,3,.,0.3,2,3.0
CCCN1C(=O)COc2ccc(C(=O)c3ccccc3C(=O)O)cc21,-10,-1,9.8,-9,.,0.0,2,-2.7
CC(=O)Nc1ccc(-c2csc(NC(=O)C3CSC4(C)CCC(=O)N34)n2)cc1 (centres undefined),-17,7,.,0,-15,0.2,6,2.0
COCCNC(=O)C[C@@H]1CC[C@H](NS(=O)(=O)c2ccc(C)cc2)[C@@H](CO)O1,-3,3,1.4,-2,-6,-0.6,1,-1.2
C[C@H]1CN([C@@H](C)CO)C(=O)c2cc(NC(=O)CCC(F)(F)F)ccc2O[C@@H]1CN(C)Cc1ccc(C(=O)O)cc1,-1,13,.,2,-6,-0.2,-4,0.7
CC(=O)Nc1ccc(S(=O)(=O)NC(C)CCc2ccccc2)cc1 (centres undefined),-7,-7,1.2,-3,5,0.1,2,-0.8
COc1ccc(/C=C\c2onc(C)c2S(=O)(=O)N2CCC(C(=O)NCCC(C)C)CC2)cc1,5,.,.,1,2,0.2,-3,1.0
Cc1ccc(S(=O)(=O)N[C@H]2CC[C@@H](CCNC(=O)C3CC3)O[C@@H]2CO)cc1,6,1,-0.4,-5,-10,0.0,-1,2.6
Cc1c(NC(=O)COC(=O)/C=C/c2cccc(Cl)c2)c(=O)n(-c2ccccc2)n1C,-19,-15,0.3,3,0,0.5,4,-1.1
COc1ccccc1C(=O)OCC(=O)NC(=O)NC1CCCC1,-11,5,-0.2,3,1,-0.1,2,3.1
Cc1cc(C)c[n+](-c2[nH]c(=O)sc2/C=N/N=C(\[O-])c2cccnc2)c1,-15,40,.,-6,-2,0.0,2,-4.1
Cc1ccc(C)c(N2C(=O)CC(Cc3ccccc3)C2=O)c1 (centres undefined),-13,-1,-1.6,1,-11,0.1,-1,3.1
COc1ccccc1Oc1ccc(N2CC(C(=O)OCC(=O)c3ccccc3)CC2=O)cc1 (centres undefined),-14,-23,-0.7,0,-2,0.0,5,2.4
COCCC(=O)N1CCCC(C(=O)c2ccc(C(F)(F)F)cc2)C1 (centres undefined),3,-1,0.1,0,-16,0.3,0,-0.6
CC(NC(=O)COc1ccc(Br)cc1)C(=O)O (centres undefined),-1,13,.,.,4,.,-3,.
COc1ccc(-c2ccc3c(c2)[C@@H]2[C@@H](CCN2C(=O)Cc2cccnc2)[C@H](CO)N3C)cc1,-23,-5,-0.8,.,-2,0.0,.,0.5
Cc1ccc(F)c(S(=O)(=O)NC(=O)C2(C)CCN2C(=O)COc2ccc(Cl)cc2)c1 (centres undefined),-3,3,0.9,-2,9,-0.1,-1,3.2
CCNC(=O)C[C@H]1CC[C@H]2[C@@H](COC[C@H](O)CN2Cc2ccc(Cl)c(Cl)c2)O1,1,-7,0.3,109*,-5,0.1,-3,2.5
CN(C)c1ccncc1C(=O)Nc1ccc(F)cc1F,2,2,-0.2,16,.,0.4,-3,-0.9
O=C(C1CCC1)N1C[C@H]2[C@@H](c3ccccc31)[C@@H](CO)N2C(=O)Cc1ccccn1,-29,-2,0.0,-11,-14,0.6,-2,-0.6
C[C@H]1CN([C@@H](C)CO)C(=O)c2cc(NC(=O)CCC(F)(F)F)ccc2O[C@H]1CN(C)C(=O)Nc1cccc2ccccc12,8,7,-7.0,26*,11,0.0,1,1.4
COc1cccc(OC)c1C(=O)NC(=S)Nc1ccc2oc(=O)ccc2c1,-2,7,-1.9,-6,-1,-0.2,-7,.
CC(=O)NCCC(=O)Nc1nc(-c2ccc3ccccc3c2)cs1,-8,8,0.6,-2,-4,0.2,4,3.1
CCNC(=O)[C@@H]1[C@@H](CO)[C@@H]2Cn3c(ccc(-c4cccc(F)c4)c3=O)[C@H]1N2C(C)=O,2,-3,-0.1,2,4,0.0,-3,.
CCc1cc(CNC(=O)C2CCC(=O)N(Cc3cccc(F)c3)C2)on1 (centres undefined),-9,-8,-0.1,-3,-3,-0.1,-2,-0.9
CC1(C)C(N(O)C(=O)Nc2ccc(Cl)cc2)N(c2ccc(Cl)cc2)C(=O)N1CC(=O)NN (centres undefined),3,6,.,-7,7,.,1,.
Cc1ccc(C(c2nnnn2CC2CCCO2)N2CCN(Cc3ccccc3)CC2)cc1 (centres undefined),1,-2,-0.6,5,.,0.0,-6,0.8
Cc1ccc(C)c(S(=O)(=O)N2CCN(Cc3cc4c(cc3O)OCO4)CC2)c1,-5,15,-0.4,1,.,-0.1,0,0.0
O=C(OCC(=O)N1CCCC1)c1cc(Cl)ccc1[N+](=O)[O-],-11,1,-0.2,-4,12,0.1,4,2.2
C[C@H]1CCCCO[C@H](CN(C)Cc2ccc3c(c2)OCO3)[C@@H](C)CN([C@@H](C)CO)C(=O)c2cc(NC(=O)Nc3ccccc3)ccc2O1,56*,-38,0.2,1,-7,0.3,1,-1.7
C=C(C)COc1ccc(-c2ncncc2-c2ccc(Br)cc2)c(O)c1,-23,-8,.,-1,-6,0.3,1,-0.1
O=C(Nc1cccc(-c2csc(Nc3ccc(Cl)cc3)n2)c1)c1cc([N+](=O)[O-])cc(C(F)(F)F)c1,-5,8,2.1,-4,1,0.1,4,0.6
O=C(/C=C/c1ccco1)Nc1ccccc1C(=O)Nc1cccc(C(=O)O)c1,-67,-11,1.5,0,-3,0.0,13,0.2
CN1CCN(C(=O)C[C@H]2CC[C@@H]3[C@@H](COc4ccc(NC(=O)C5CCC5)cc4C(=O)N3C)O2)CC1,0,8,0.1,24*,.,0.0,-4,-0.8
CN=C(Nc1ccc(C(=O)OC)s1)c1ccc(Cl)cc1,-2,-14,.,4,.,-0.1,8,-3.1
C[C@H](CO)N1C[C@H](C)[C@H](CN(C)S(C)(=O)=O)Oc2ccc(NC(=O)Nc3cccc4ccccc34)cc2CC1=O,2,4,-0.1,4,2,0.6,5,-1.0
Cc1c(C(=O)NCCSCc2c(F)cccc2Cl)cnn1-c1ccc(F)cc1,-5,-33,-0.1,0,-13,0.0,-2,.
CCN(CC)S(=O)(=O)c1cc(C(=O)OCC(=O)Nc2cccc(C)c2C)ccc1F,-3,5,-0.2,3,.,0.1,1,.
Cc1ccc(O)c(NC(=O)c2cc(-c3cccs3)on2)c1,-13,3,.,4,0,0.4,0,0.2
CC(C)(C)OC(=O)N1CCc2onc(-c3ccc(N)cc3)c2C1=O,-12,1,0.0,-3,.,0.2,-1,-2.0
Cc1ccc(S(=O)(=O)N(C)CC(=O)O/N=C(\N)c2cccc(Br)c2)cc1,-10,-2,-0.4,4,-6,0.0,0,-1.4
COc1cccc(OC)c1C(=O)Nc1cccc(-n2cnnn2)c1,-7,-3,.,?,4,0.1,0,0.6
CC(C)C(NC(=O)c1ccccc1F)C(=O)NCc1ccccc1 (centres undefined),-3,6,.,2,1,0.1,-1,5.9
COc1ccc(OC)c(NC(=O)c2ccccc2N(Cc2ccccc2)S(C)(=O)=O)c1,-5,11,.,-2,.,0.0,3,-3.8
COc1cc(OC)cc(C(=O)NC2CC(C)(C)NC(C)(C)C2)c1,-9,0,0.2,6,9,0.0,0,-0.5
NS(=O)(=O)c1ccc(NC(=O)C2(c3ccccc3)CCCC2)cc1,3,-7,.,3,.,0.0,-2,0.8
COc1ccccc1C(=O)NCCC(=O)NCC(c1ccccc1OC)N1CCCC1 (centres undefined),-85,-6,-0.3,9,-3,0.0,17,-3.8
CN1CCN(CC(=O)Nc2cc(S(=O)(=O)N3CCOCC3)ccc2Cl)CC1,-7,21,0.3,-2,0,0.1,-2,0.3
CCC(=O)NC[C@H]1[C@@H](c2ccccc2)[C@H](CO)N1C(=O)C1CC1,2,-5,0.0,-5,-3,0.3,0,1.7
CCCCc1nc(C(N)=O)c2[nH]c(=O)n(-c3ccc(OCC)cc3)c2n1,-12,19,.,.,8,.,-1,.
COc1ccc(CNC(=O)c2cnc3n(c2=O)CCS3)cc1,-6,-4,1.2,-3,5,0.2,0,-1.3
N#Cc1ccc(/C=C2\CCn3c2nc2cc(C(=O)O)ccc2c3=O)cc1,-13,-9,-0.2,7,-4,0.1,-3,0.1
CC1CCCCN1S(=O)(=O)c1ccc(C(=O)Nc2nnc(C3=COCCO3)o2)cc1 (centres undefined),-17,21,0.0,-7,-3,0.0,13,0.9
N#CCC(=O)N/N=C\c1ccc(OC/C=C/c2ccccc2)cc1,-24,-3,.,1,0,0.4,-1,-0.1
CC1(C(=O)Nc2ccc3c(c2)OCCO3)CCN1C(=O)C1(c2ccc(Cl)cc2)CC1 (centres undefined),-4,-3,-0.3,7,-2,0.7,4,-2.7
C=C(C)Cn1c2ccc(NC(=O)NCc3ccc(F)cc3)cc2c(=O)n1C,-9,2,0.2,-6,-2,0.0,3,1.8
Cc1ccc2sc(-c3ccc(NC(=O)CCN4C(=O)c5ccccc5C4=O)cc3)nc2c1,-18,20,.,8,.,0.0,0,-2.4
# The results go on:
SMILES,RAD52 inh,INS-1E GSIS act,E-sel inducer,DENV2 CPE rescue,RAD54 inh,XiGFP reactiv,CASP6 VEID inh,CFTR F508del cor
CO[C@H](CN(C)S(=O)(=O)c1cn(C)cn1)[C@H](C)CN(C(=O)Nc1ccc(F)cc1)[C@H](C)CO,-2,-8,-0.1,-2,1,-0.1,-1,0.0
NC1=Nc2cccc3cccc1c23,-3,30,0.1,4,31,0.0,23,-0.1
COCC(=O)Nc1ccc2c(c1)OC[C@@H](C)N(C(=O)Cc1cccnc1)C[C@H](C)[C@H](OC)CN(C)C2=O,0,10,-0.2,-8,3,0.0,3,-2.7
CC1(C)c2ccccc2N(CC(N)=O)C12C=Cc1ccccc1O2 (centres undefined),-76,-4,9.0,-4,-1,0.0,0,-1.0
COc1cccc(S(=O)(=O)N[C@@H]2CC[C@@H](CC(=O)NCc3ccncc3)O[C@@H]2CO)c1,-13,14,0.0,-8,-4,0.8,-3,0.0
CC(=O)Nc1ccccc1O,-5,3,0.2,-3,2,-0.1,-8,0.8
O=S(=O)(c1ccc(Cl)s1)N1CCCCC1,-12,1,.,3,-7,0.0,2,-2.6
COc1ccc(-c2ccc([C@@H]3[C@H](CO)N4C(=O)CN(C(=O)NC(C)C)C[C@@H]34)cc2)cc1,10,3,0.1,-7,.,0.2,-1,-1.9
COc1ccc(CC(NC(C)=O)C(=O)NC2CCN(C(=O)Nc3ccc(C#N)cc3)CC2)cc1OC (centres undefined),-9,20,.,10,-4,.,-4,0.4
